# MEKK2wt PB1 HTS – modulators of MEK5 binding to wildtype MEKK2, primary screen, biochemical, multiplex bead flow cytometry, Alexa488-MEK5; Mitogen-activated protein kinase kinase kinase 2 (Homo sapiens), Q9Y2U5; Alexa488-MEK5 binding to MEKK2 WT; actives lie on both sides; binding response (% of control), % at 10 µM; 290,000 tested, 1.1% active; AID 1531, 2009; in the data active means binding response below about 67% or above about 130%; inconclusive means no clear call, values can overlap the other calls; inactive means in between
# M18AAP inhibitor – PfM18AAP inhibitors, malaria aminopeptidase, primary screen, biochemical, QFRET, recombinant enzyme | H-Glu-NHMec fluorogenic cleavage | 290,000 tested, 1.2% active | inhibition, % at 7.35 µM | M18 aspartyl aminopeptidase (Plasmodium falciparum 3D7);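 active means inhibition above the campaign mean inhibition over all tested compounds plus 3 SD, cut at about 28% in these data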;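 further: 0% = plate median of test compound wells and 100% = 2 mM ZnCl2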
# NALP1 inh – NALP1 inflammasome inhibitors in reconstituted yeast, colorimetric, S. cerevisiae, triplicate retest. 280,000 tested, 0.61% active. inhibition, % at 10 µM. S. cerevisiae NALP1/ASC/caspase-1 growth, X-gal OD620, 72 h. AID 2071, 2009; in the data active means inhibition mostly above about 24%, no sharp cut-off; inactive means mostly below about 32%; further: some compounds called inactive have numbers as strong as hits
# GalR3 antagonist – GalR3 antagonists in HEK293 cells, primary screen, cell-based, fluorescence readout | Galanin receptor type 3 (Homo sapiens), O60755 | HEK293 GalR3-CNG cAMP membrane potential fluorescence; galR3 body fused to GalR1 C-terminus | inhibition, % at 3 µM | 360,000 tested, 0.44% active | AID 651719, 2012;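 active means inhibition above the screen-wide average plus 3 SD, cut at about 13% in these data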;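 further: forskolin and galanin both at EC90 stimulate the cells; cAMP rise reported by CNG channel membrane potential dye signal; 0% = forskolin plus galanin with DMSO and 100% = forskolin alone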
# Target sequence (O60755 1-299 limits assumed): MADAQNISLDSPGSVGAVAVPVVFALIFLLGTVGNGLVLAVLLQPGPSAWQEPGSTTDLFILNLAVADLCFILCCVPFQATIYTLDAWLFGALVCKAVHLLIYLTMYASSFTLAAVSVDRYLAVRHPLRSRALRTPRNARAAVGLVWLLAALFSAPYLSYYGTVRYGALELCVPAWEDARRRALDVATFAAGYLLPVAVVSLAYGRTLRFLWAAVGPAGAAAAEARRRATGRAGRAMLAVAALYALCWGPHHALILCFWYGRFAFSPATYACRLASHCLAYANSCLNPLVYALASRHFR
# MEKK2mut PB1 HTS – MEK5 binding signal on mutant MEKK2 PB1, primary screen, biochemical, multiplex bead flow cytometry, Alexa488-MEK5. Alexa488-MEK5 binding to MEKK2 mutant. percent response, % at 10 µM. 290,000 tested, 0.35% active; in the data active means percent response above about 24%, passing the limit was not always enough; further: inactives centre near 1; some results filed as inactive read as strong as hits
# GPR7 antagonist – GPR7 receptor antagonists, primary screen, cell-based, fluorescence, single concentration; GPR7-expressing cells, fluorescence antagonist assay; inhibition, % at 4.4 µM; 290,000 tested, 1.1% active; in the data active means inhibition above about 16%, passing the limit was not always enough;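 further: cells stimulated with the agonist NPW; 0% = agonist with vehicle and 100% = vehicle without agonist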
# Target sequence (P48145 whole entry, looked up): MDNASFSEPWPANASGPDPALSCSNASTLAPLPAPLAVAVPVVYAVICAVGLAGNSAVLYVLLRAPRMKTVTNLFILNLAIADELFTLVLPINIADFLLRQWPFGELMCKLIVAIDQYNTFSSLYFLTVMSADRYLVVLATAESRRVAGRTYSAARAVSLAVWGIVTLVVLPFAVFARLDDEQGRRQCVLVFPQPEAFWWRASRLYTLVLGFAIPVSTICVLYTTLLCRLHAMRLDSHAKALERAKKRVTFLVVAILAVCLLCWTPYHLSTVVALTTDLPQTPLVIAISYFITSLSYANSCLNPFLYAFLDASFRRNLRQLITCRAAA
# V1R ag counter – agonists of human V1a receptor, primary screen, counter-screen for OXTR agonist project, fluorescence, CHO-V1R cells | Vasopressin V1a receptor (Homo sapiens), P37288 | Fluo-8 calcium fluorescence, agonist mode; 0% DMSO, 100% 3 nM vasopressin | activation, % at 3 µM | 320,000 tested, 0.25% active;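 active means activation above the mean activation of all tested compounds plus 3 SD, per screening run, cut at about 20% in these data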;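 further: signal is peak over basal fluorescence ratio across a 100 second FLIPR read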
# Target sequence (P37288 whole entry, looked up): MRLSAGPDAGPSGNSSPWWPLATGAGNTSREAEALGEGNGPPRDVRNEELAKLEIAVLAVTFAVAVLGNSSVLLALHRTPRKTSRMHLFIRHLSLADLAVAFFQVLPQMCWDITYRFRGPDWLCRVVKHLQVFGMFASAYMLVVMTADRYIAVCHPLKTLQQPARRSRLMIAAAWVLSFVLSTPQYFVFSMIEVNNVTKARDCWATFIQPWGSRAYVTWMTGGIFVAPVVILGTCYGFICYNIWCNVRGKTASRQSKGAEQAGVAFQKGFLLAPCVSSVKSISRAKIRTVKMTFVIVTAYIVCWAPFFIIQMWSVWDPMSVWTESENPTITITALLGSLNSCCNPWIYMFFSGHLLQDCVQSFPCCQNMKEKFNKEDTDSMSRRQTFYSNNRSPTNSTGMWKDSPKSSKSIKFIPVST
# OXTR agonist – human OXTR agonists, primary screen, fluorescence, CHO-OTR cells, Fluo-8 calcium | Oxytocin receptor (Homo sapiens), P30559 | 320,000 tested, 0.32% active | AID 2435, 2010 | Fluo-8 calcium fluorescence; normalized: DMSO 0%, oxytocin 100% | activation, % at 3 µM;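 active means activation above the mean of all tested compounds plus 3 SD, cutoff set per screening run, cut at about 20% in these data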;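 further: peak over basal fluorescence ratio from a 100 s FLIPR kinetic read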
# OXTR potentiate – human OXTR potentiators, primary screen, fluorescence, CHO-OTR cells, Fluo-8 calcium; Oxytocin receptor (Homo sapiens), P30559; Fluo-8 calcium fluorescence, potentiator mode; 0% = oxytocin EC15, 100% = EC100; activation, % at 3 µM; 320,000 tested, 0.061% active;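 active means activation above that plate's cutoff, the mean activation of tested compounds plus 3 SD, cut at about 6.6% in these data, passing the limit was not always enough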;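 further: 100% uses oxytocin at 75 nM as the full agonist control; some results filed as inactive read as strong as hits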
#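 Assay system: CHO cell line stably expressing human OTR. Reagent: EC15 oxytocin agonist. Dosing: single dose, 3.0 µM nominal final compound concentration. Timing: compound 6 min at room temperature before oxytocin, 100 s read. Signal: kinetic Fluo-8 calcium fluorescence. Controls: oxytocin EC15 low and EC100 high.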
# The depositor's hits bear a star; u = inconclusive; x = no result given.
SMILES,MEKK2wt PB1 HTS,M18AAP inhibitor,NALP1 inh,GalR3 antagonist,MEKK2mut PB1 HTS,GPR7 antagonist,V1R ag counter,OXTR agonist,OXTR potentiate
Fc1ccc(N2CCN(Cc3cnc(Oc4ccc(Br)cc4)s3)CC2)cc1,111,8,46,-2,7,-8,1.1,0.3,-7
O=C(NCCc1ccccc1)c1ccc(NC(=O)c2cccnc2)cc1,102,-12,-1,-10,6,-13,x,x,x
Cc1ccc(-c2cc(C(F)(F)F)n3ncc(C(=O)NCc4ccco4)c3n2)cc1,98,5,0,-2,-2,-10,-1.1,-1.7,-7
CC(C)CC(NC(=O)C(CO)NC(=O)C1CCC(=O)N1)C(N)=O (stereo not drawn),97,-8,-2,-1,-3,-4,-0.1,0.2,3
Cc1ccc(S(=O)(=O)N[C@H](C(=O)NCC2CCC(C(=O)O)CC2)C(C)C)cc1 (stereo partly drawn),108,-3,18,-6,5,-9,x,x,x
O=C1CSC2(CCCCC2)N1CCO,93,-12,-3,-3,-4,-12,0.9,1.2,3
Cc1ccc(/C=C2/Sc3ccc(C(=O)N4CCN(C)CC4)cc3NC2=O)cc1,114,1,21,-2,12,17,6.0,7.1,-5
COc1ccc(CCNC(=O)C2CCCN(S(=O)(=O)c3cnc[nH]3)C2)cc1OC (stereo not drawn),98,-5,-6,0,0,-4,0.3,0.1,-8
Cc1ccc(OCC(=O)Nc2ccc3c(c2)OCO3)cc1C,88,2,2,-3,-9,6,1.2,-1.2,-7
Cc1ccccc1-n1c(=O)cc(NCC2CCCO2)[nH]c1=O (stereo not drawn),102,1,16,3,1,-5,0.3,0.4,-3
CCOC(=O)c1c(-c2ccc(C)cc2)csc1NC(=O)C1CC=CCC1C(=O)O (stereo not drawn),x,13,8,-3,x,8,1.6,-0.5,-1
COc1ccc(NC(=O)CN(C)Cc2c(F)cccc2Cl)cc1S(=O)(=O)N1CCCCC1,96,-1,14,5,-1,-1,0.4,0.8,-3
Cc1ccc(-n2cc(CNCCc3cscn3)c(-c3ccc(F)cc3)n2)cc1,89,4,9,-9,-8,6,1.4,0.9,-15
O=C(NCCc1ccccc1)c1nc(-c2cccs2)no1,101,-7,11,-4,2,-9,-0.2,-1.5,-2
CS(=O)(=O)N1CCSC1c1ccc(Br)cc1 (stereo not drawn),103,1,14,-5,5,-12,-0.6,0.1,-13
Cc1ccc(-n2cc3ccc([N+](=O)[O-])cc3n2)cc1,101,2,-4,-4,1,-12,-1.5,-2.0,-15
CCCCCCN1N=C(C)C(C(=O)c2ccc(Cl)cc2)C1=O (stereo not drawn),111,-3,-15,4,4,-9,3.9,0.6,-18
CCCOc1ccc(OCCOCCNCc2ccccc2)cc1,104,2,17,-6,0,-1,3.3,5.5,0
COc1ccc(C(OCC(O)CN2CCC(O)CC2)c2ccc(OC)cc2)cc1 (stereo not drawn),102,-1,20,11,0,2,2.2,1.0,-4
CC(=O)c1ccc(NC(=O)c2sc3nc(C)c(C)c(C)c3c2N)cc1,109,7,13,-9,1,-3,x,x,x
Cc1ccc(-c2csc(N(Cc3ccco3)C(=O)c3cccs3)n2)cc1,u,-3,-3,6,-17,-2,0.0,-0.9,-13
CCC(=O)N1CCc2cc(S(=O)(=O)NCCC(=O)NC3CCCCCC3)ccc21,98,4,1,2,0,-15,0.3,-0.5,-2
COCc1cc(=O)oc2cc(NC(=O)c3ccc(C(C)(C)C)cc3)ccc12,102,3,23,x,-2,-16,-0.1,0.3,0
CC(C(=O)Nc1ccc(S(=O)(=O)N2CCCC2)cc1)N1CCc2ccccc2C1 (stereo not drawn),x,x,x,-4,x,x,1.3,1.0,-6
[N-]=[N+]=CC(=O)CNC(=O)[C@@H](Cc1ccccc1)N1C(=O)c2ccccc2C1=O,108,-24,-24,2,18,1,0.8,-0.1,-13

# Overlap with the part before: two entries, then new ones.
SMILES,MEKK2wt PB1 HTS,M18AAP inhibitor,NALP1 inh,GalR3 antagonist,MEKK2mut PB1 HTS,GPR7 antagonist,V1R ag counter,OXTR agonist,OXTR potentiate
CC(C(=O)Nc1ccc(S(=O)(=O)N2CCCC2)cc1)N1CCc2ccccc2C1 (stereo not drawn),x,x,x,-4,x,x,1.3,1.0,-6
[N-]=[N+]=CC(=O)CNC(=O)[C@@H](Cc1ccccc1)N1C(=O)c2ccccc2C1=O,108,-24,-24,2,18,1,0.8,-0.1,-13
COc1ccccc1N(CC(=O)NC(C)C)S(=O)(=O)c1cccs1,103,-4,25,-4,14,-10,0.2,-0.4,0
Cc1ccc(C(C)(C)NC(=O)C2CCC(=O)N(CCCN3CCOCC3)C2)cc1 (stereo not drawn),104,2,19,1,4,-25,-0.3,0.9,-3
Cc1noc(N)c1C1(O)C(=O)N(C(C)C)c2ccccc21 (stereo not drawn),53,4,20,-2,-17,2,0.8,1.4,4
CCCCN(C(=O)CSc1nnc2ccccn12)c1c(N)n(Cc2ccccc2)c(=O)[nH]c1=O,106,2,27,-4,0,-3,0.4,0.3,-12
CCCCOC(=O)Cn1c(=O)c2c(nc(Br)n2Cc2ccccc2)n(C)c1=O,93,5,18,1,-2,-9,0.2,-2.0,-6
COCCN(C(=O)CSc1n[nH]c(-c2ccccc2)n1)c1c(N)n(Cc2ccccc2)c(=O)[nH]c1=O,x,x,x,-3,x,x,-0.1,0.0,-3
Cc1cc(NC(=O)c2ccc(NC(=O)C3CCCO3)cc2)ccc1Br (stereo not drawn),99,5,25,-9,-3,4,11,13,-13
CC(C)CCn1c(=O)c2ccccc2n2c(CN3CCOCC3)nnc12,99,-1,-1,-6,-1,-18,-0.3,1.0,7
CC(C)Cc1nnc(NC(=O)c2ccc3c(c2)NC(=O)C(C)S3)s1 (stereo not drawn),x,x,x,0,x,x,1.3,0.9,1
O=C(c1cc(Cl)ccc1Cl)N1CCN(c2ccccn2)CC1,106,3,7,-3,4,2,0.0,-0.3,3
Nc1nc2c(nc(N3CCCCC3)n2[C@@H]2O[C@H](CO)[C@@H](O)[C@H]2O)c(=O)[nH]1,103,1,26,5,-4,-5,-0.1,1.2,-1
CCOc1ccc(OCCOCCNCCOC)cc1,108,-4,18,2,-1,-6,1.3,2.0,-6
CC(C)NC(=S)Nc1ccc(S(=O)(=O)Nc2ncccn2)cc1,97,1,24,-3,1,-4,0.5,1.4,-5
CC(C)CC1Nc2ncnc(N3CCN(c4ccccc4)CC3)c2N(Cc2ccccc2)C1=O (stereo not drawn),x,x,x,-2,x,x,-0.2,-1.1,-6
Cc1ccc(S(=O)(=O)NNC(=O)CC#N)cc1,86,x,6,-3,5,x,1.6,-0.8,-3
Cc1cccc(C)c1Nc1c(-c2ccccn2)nc2ccccn12,102,1,-15,-4,-1,-4,-0.9,-0.6,-3
COc1ccc(C(=O)C2CCCN(C(=O)C3CCOCC3)C2)cc1OC (stereo not drawn),99,-11,12,-1,0,-5,0.2,-0.2,-6
CCOC(=O)N1CCN(C(=O)c2cc(-c3ccc(OCC)cc3)nc3ccccc23)CC1,99,8,5,-4,0,-11,-0.3,0.5,-7
Cc1ccc(NC(=S)NCc2ccc3c(c2)OCO3)c(C)c1,111,-9,12,-3,5,6,-0.7,-0.9,-18
O=C(CCC(NC(=O)OCc1ccccc1)C(=O)OCC(=O)N1CCCCC1)OCC(=O)N1CCCCC1 (stereo not drawn),84,13,5,-5,-4,-3,-0.4,0.0,1
CCN(C(=O)CCS(=O)(=O)c1cccc2nonc12)c1ccc(C)c(C)c1,101,6,20,-6,3,-4,0.3,0.1,-2
O=C(CCS(=O)(=O)c1ccccc1)Nc1ccc(-c2nc3ccccc3s2)c(O)c1,100,0,46,-4,-2,10,0.1,0.5,-6
CCc1cc2c(NCC3CCCO3)nc(C)nc2s1 (stereo not drawn),106,5,-7,-4,4,-12,1.8,3.4,-4
Cc1cccn2c(=O)nc(SCC(=O)NC3CCCC3)nc12,x,x,x,3,x,x,1.1,1.2,-4
N[C@@H](Cc1cc(I)c(O)c(I)c1)C(=O)O,93,5,29,x,-4,-13,0.1,1.1,1

# Going on with the list:
SMILES,MEKK2wt PB1 HTS,M18AAP inhibitor,NALP1 inh,GalR3 antagonist,MEKK2mut PB1 HTS,GPR7 antagonist,V1R ag counter,OXTR agonist,OXTR potentiate
O=C(COC(=O)c1ccc(O)cc1)Nc1ccc(Cl)cc1,94,0,7,-4,-3,8,3.1,3.5,-12
NNC(=O)c1nc(-c2ccccc2)n2c1CCCCC2,98,9,11,-6,3,-5,-1.3,-2.0,-4
C[C@H](CO)N1C[C@H](C)[C@@H](CN(C)C(=O)Nc2ccc(C(F)(F)F)cc2)Oc2c(NC(=O)C3CCCCC3)cccc2C1=O,x,x,x,-6,x,x,1.1,-0.9,4
Cc1ccc(C(=O)N=c2sccn2C)cc1C,108,2,1,-2,15,-4,0.7,-1.2,0
CC(=O)Nc1ccc(NC(=O)C2CCN(S(=O)(=O)c3cccc4nonc34)CC2)cc1,89,-3,-2,-4,-5,-10,-0.9,-0.2,-2
O=C(COC(=O)c1cnc(Cl)c(Cl)c1)NCc1cccs1,90,-3,9,-5,-9,7,3.5,0.4,-4

# Molecules from the list above that contain a thiophene ring, fused or not, in the order listed:
SMILES,MEKK2wt PB1 HTS,M18AAP inhibitor,NALP1 inh,GalR3 antagonist,MEKK2mut PB1 HTS,GPR7 antagonist,V1R ag counter,OXTR agonist,OXTR potentiate
CCOC(=O)c1c(-c2ccc(C)cc2)csc1NC(=O)C1CC=CCC1C(=O)O (stereo not drawn),x,13,8,-3,x,8,1.6,-0.5,-1
O=C(NCCc1ccccc1)c1nc(-c2cccs2)no1,101,-7,11,-4,2,-9,-0.2,-1.5,-2
CC(=O)c1ccc(NC(=O)c2sc3nc(C)c(C)c(C)c3c2N)cc1,109,7,13,-9,1,-3,x,x,x
Cc1ccc(-c2csc(N(Cc3ccco3)C(=O)c3cccs3)n2)cc1,u,-3,-3,6,-17,-2,0.0,-0.9,-13
COc1ccccc1N(CC(=O)NC(C)C)S(=O)(=O)c1cccs1,103,-4,25,-4,14,-10,0.2,-0.4,0
CCc1cc2c(NCC3CCCO3)nc(C)nc2s1 (stereo not drawn),106,5,-7,-4,4,-12,1.8,3.4,-4
O=C(COC(=O)c1cnc(Cl)c(Cl)c1)NCc1cccs1,90,-3,9,-5,-9,7,3.5,0.4,-4
